# Screening data deposited in PubChem BioAssay by several laboratories.
# p47phox inh – inhibitors of human p47phox binding; p47phox/p22phox peptide binding, fluorescence polarization, 2 h; inhibition, % at 24.7 µM; hit rate 0.53% among 220,000;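 active = inhibition above about 30%, limit read from the data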;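 also: 0% = p47phox with labelled peptide and 100% = labelled peptide alone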
# Target sequence (P14598 whole entry, looked up): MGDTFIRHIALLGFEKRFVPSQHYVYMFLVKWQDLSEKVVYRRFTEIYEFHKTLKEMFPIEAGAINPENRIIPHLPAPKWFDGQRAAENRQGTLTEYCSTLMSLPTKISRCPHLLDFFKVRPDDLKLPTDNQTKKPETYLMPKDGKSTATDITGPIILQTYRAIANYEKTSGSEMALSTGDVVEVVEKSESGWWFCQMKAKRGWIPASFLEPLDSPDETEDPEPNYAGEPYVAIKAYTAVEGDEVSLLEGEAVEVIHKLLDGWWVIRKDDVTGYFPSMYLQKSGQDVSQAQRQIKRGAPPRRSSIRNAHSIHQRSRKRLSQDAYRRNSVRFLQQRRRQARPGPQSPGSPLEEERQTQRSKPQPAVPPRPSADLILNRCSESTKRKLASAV
# Tb hexokinase – T. brucei hexokinase 1 inhibition; inhibition, % at 10 µM; AID 1430; recombinant TbHK1, G6PDH-coupled NADH A340; hit rate 0.11% among 220,000;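 active = inhibition of 50% or more in the single-dose primary screen; inactive = inhibition below 50%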
# p97 inhibitor – inhibitors of human p97 ATPase; recombinant p97 ATPase, Kinase-Glo ATP luminescence, 3 h; inhibition, % at 8 µM; hit rate 0.42% among 220,000; in the data active = inhibition above about 15%;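 also: 0% = DMSO vehicle and 100% = wells lacking enzyme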
# EP2 antag – blocks the human prostaglandin E2 receptor EP2; hit rate 0.52% among 260,000; C6 glioma cells expressing human EP2, cAMP TR-FRET; cells stimulated with saturating PGE2; inhibition, % at 25 µM; P43116;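 active = percent inhibition above 40 after rounding to a whole number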;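 also: rat C6 glioma host cells with rolipram phosphodiesterase inhibitor present; the protocol text gives 20 µM as final concentration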
# RBBP9 inhibitor – blocks human serine hydrolase RBBP9; O75884; recombinant RBBP9, FP-Rh probe fluorescence polarization; inhibition, % at 7.94 µM; hit rate 0.2% among 220,000; AID 1515;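 active = inhibition above the campaign mean of all tested compounds plus 3 SD, cut at about 14% in these data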;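 also: plate controls were DMSO wells with RBBP9 for no effect and wells lacking RBBP9 protein for full effect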
#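 Test system: recombinant human RBBP9; Timing: 30 min then 45 min, 25 °C; Detection: fluorescence polarization; Control set: RBBP9 with DMSO as uninhibited control, no-protein wells as full inhibition; Compound dosing: one concentration, 7.94 µM nominal, 0.794% DMSO; Probe or stimulus: FP-Rh activity-based probe, 375 nM before mixing.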
# BaF3 tox – reduces parental Ba/F3 cell viability, JAK2V617F counter-screen; CellTiter-Glo ATP luminescence; inhibition, % at 5.6 µM; hit rate 1.1% among 220,000; AID 1486;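 active = inhibition above a per-campaign cutoff, the mean inhibition of all tested compounds plus 3 SD, cut at about 27% in these data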;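 also: 0% = DMSO wells and 100% = JAK Inhibitor I control wells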
# PPC-1+TRAIL kill – PPC-1 cancer cell killing with TRAIL present; PPC-1 cells + TRAIL, ATPLite viability luminescence; cell killing (% activity), % at 4 µM; hit rate 0.41% among 220,000;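 active = cell killing above 50% in the first pass at 4 µM, then a duplicate retest at 5 µM averaging 50% or more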;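 also: plate controls were cells with TRAIL plus DMSO for no effect and medium-only wells lacking cells for full effect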
# Ba/F3 V617F tox – lowers viability of Ba/F3 cells expressing EpoR and JAK2V617F. inhibition, % at 5.6 µM. ATP luminescence. hit rate 1.1% among 220,000. AID 1446;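 active = inhibition above the campaign mean plus 3 SD over all tested compounds, cut at about 24% in these data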;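 also: cytokine-independent growth of Ba/F3 cells driven by EpoR plus mutant JAK2; 0% = DMSO-treated cells and 100% = JAK inhibitor I control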
# Furin inhibitor – inhibitors of human furin; P09958; purified furin, fluorogenic substrate cleavage; inhibition, % at 30 µM; hit rate 0.061% among 220,000; in the data active = inhibition above about 25%; also: inactives centre near -15
# Target sequence (P09958 108-714 limits assumed): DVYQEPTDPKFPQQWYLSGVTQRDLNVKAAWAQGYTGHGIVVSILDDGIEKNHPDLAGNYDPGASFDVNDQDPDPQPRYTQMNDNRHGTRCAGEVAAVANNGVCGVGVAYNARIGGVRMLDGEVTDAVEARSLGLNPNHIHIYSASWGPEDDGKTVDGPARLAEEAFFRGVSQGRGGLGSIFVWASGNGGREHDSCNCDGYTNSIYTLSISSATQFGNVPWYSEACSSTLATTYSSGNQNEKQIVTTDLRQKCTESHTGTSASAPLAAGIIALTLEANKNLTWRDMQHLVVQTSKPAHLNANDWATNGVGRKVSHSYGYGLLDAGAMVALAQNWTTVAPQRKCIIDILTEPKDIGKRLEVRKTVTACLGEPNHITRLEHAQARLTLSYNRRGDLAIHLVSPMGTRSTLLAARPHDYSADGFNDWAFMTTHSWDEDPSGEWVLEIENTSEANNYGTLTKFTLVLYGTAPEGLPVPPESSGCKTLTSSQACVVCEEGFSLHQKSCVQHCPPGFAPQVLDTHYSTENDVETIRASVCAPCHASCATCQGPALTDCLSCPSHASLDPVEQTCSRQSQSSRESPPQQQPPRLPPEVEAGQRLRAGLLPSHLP
# * marks the source's active call; other numbers are inactive results; . = no result given; & = joins results of further samples; ! = not confirmed by another sample; [ ] = dose if it differs, or a comment.
SMILES,p47phox inh,Tb hexokinase,p97 inhibitor,EP2 antag,RBBP9 inhibitor,BaF3 tox,PPC-1+TRAIL kill,Ba/F3 V617F tox,Furin inhibitor
CN(C)c1oc(-c2ccc(OCc3ccc(Cl)cc3)cc2)nc1C#N,-11.9,-5.7,-1.8,2.8,-5.4,1.0,21.7,-1.6,-12.2
CCOC(=O)c1nnsc1N,-3.4,-9.7,0.8,5.8,-6.5,-0.4,-7.1,-1.2,-27.7
CC(=O)Nc1ccc(/C=N/NS(=O)(=O)c2cc(C)ccc2C)cc1,3.1,-39.9,5.9,10.8,-8.1,-5.4,11.4,-4.6,-0.8
CCOC(=O)CSc1nc(=O)n2cc(C)ccc2n1,-11.5,-20.5,4.4,10.5,-9.2,8.2,-4.9,1.9,-13.5
N#Cc1ccc(CSc2nnc(-c3ccccn3)n2-c2ccc(Cl)cc2)cc1,-17.0,-0.5,-6.3,-0.3,-14.2,5.1,13.4,3.7,-7.3
COc1ccc(S(=O)(=O)Nc2nc3ccccc3s2)cc1OC,-8.9,-10.3,2.2,.,8.5,3.0,20.1,-4.0,-20.0[20 µM]
CCNc1ccc(C(=O)O)cc1N,5.9,4.7,3.4,8.2,-3.5,4.6,6.4,-0.8,-5.0
CCOC(=O)N1CCc2c(sc3c2c(=O)n(Cc2ccccc2)c(=O)n3Cc2ccccc2F)C1,-3.1,-1.3,3.8,4.4,0.5,5.1,-6.0,1.7,-5.5
CCOc1ccc(C2Nc3ccccc3C(CC)(CC)O2)cc1 (stereo unspecified),1.0,0.7,-3.1,1.7,6.4,7.0,18.6,8.9,-5.4
O=C(CSc1nc2ncccc2[nH]1)c1ccc(F)cc1,-5.2,-2.3,-2.2,8.7,1.0,2.6,2.5,3.3,-14.5
CC(C)CNC(C(=O)Nc1ccc([N+](=O)[O-])cc1Br)c1ccccc1 (stereo unspecified),4.2,-2.5,-10.2,7.0,-10.5,3.5,10.6,1.8,-18.4
Cn1c(=O)cc(Nc2ccccc2)c2c(=O)n(-c3ccccc3)c(=O)n(-c3ccccc3)c21,-9.2,-8.0,-2.8,11.1,-11.7,-0.4,8.3,7.2,-2.9
O=C(O)CSc1nc2ccccc2n1-c1ccccc1,1.8,-2.1,6.5,-0.1,-6.5,4.0,-15.0,-1.8,-26.8
CCCN(CC(=O)Nc1c(C)cccc1CC)C(=O)SCC,-13.6,-7.8,1.6,12.6,-4.6,2.4,18.9,-5.2,-9.0[20 µM]
O=c1c2ccccc2nc(/C=C/c2cccc([N+](=O)[O-])c2)n1CCO,-6.9,-12.4,-1.4,1.2,-9.5,1.4,10.1,-4.0,-7.3
CCCC(c1nnnn1CCOC)N1CCN(c2nc3ccccc3s2)CC1 (stereo unspecified),0.6,5.7,-3.4,7.1&2.8,-4.1,8.1,-8.1,0.1,-8.1
Cc1cc(C)c2c3c(sc2n1)C1(CCSCC1)C(C#N)=C(N)O3,-49.5,-4.2,-1.0,12.4,-6.2,4.7,20.6,2.2,-20.6[20 µM]
COc1ccccc1/C=N/NC(=O)c1nnn(-c2nonc2N)c1CSC1=NCCS1,-5.4,-15.0,6.2,7.4,-8.1,1.9,-34.7,0.9,-8.3
COc1ccc(OC)c(C(C(=O)NCc2ccco2)N(C(=O)Cn2nnc3ccccc32)C(C)C)c1 (stereo unspecified),-13.9,1.1,9.4,9.4,5.0,1.0,31.4,-3.3,-18.4
Clc1ss/c(=N\c2ccccn2)c1Cl,-5.4,-16.5,-0.9,8.7,-5.7,1.4,28.3,-0.9,-4.4[20 µM]
O=c1[nH]c(NCc2ccccc2)nc2c1CCC2,-4.2,-2.5,5.3,5.8,-2.1,0.2,8.3,-3.8,-9.8
C/C(=N\NC(=O)COc1ccc(C(C)(C)C)cc1)c1ccc(N2CCOCC2)cc1,0.8,1.5,4.2,9.7,-6.0,8.1,32.0,1.5,-12.4
CCOc1ccc(N2C(=O)CC(Sc3nnnn3-c3ccccc3)C2=O)cc1 (stereo unspecified),-6.0,-1.7,4.3,10.2,-4.4,2.0,14.4,32.8*,-22.8
CN(C)S(=O)(=O)c1cccc(NC(=O)COC(=O)C2(c3ccccc3F)CCCC2)c1,-6.2,-2.4,1.0,3.7,-12.4,0.7,7.9,-6.0,-13.1
CCOc1c(Br)cc(/C=N\NC(=O)c2ccccc2)cc1OC,-3.6,21.4,-2.7,12.4,-6.1,7.2,14.9,1.7,2.4
Cc1ccc(Cn2nnc3c(=O)[nH]c(C4CCN(S(=O)(=O)c5ccccc5)CC4)nc32)cc1,-2.2,-1.6,8.1,3.6,-11.7,3.7,-0.9,-3.8,-20.1
Cc1ccc(C)c(S(=O)(=O)Nc2ccc(O)c(Sc3ncn[nH]3)c2)c1,-7.8,-5.4,4.8,4.8,1.7,2.3,-16.6,0.8,-13.5
CSc1ccccc1NC(=O)CN(C)CC(=O)Nc1cc(C)ccc1C,-5.8,-7.9,-1.1,7.5,-6.0,6.9,16.6,5.8,-7.2
Cc1ccccc1C(=O)NC1CCN(CC(=O)Nc2nccs2)CC1,-11.4,2.5,7.9,13.8&18.4,5.9,4.4,22.7,-1.3,-9.6[20 µM]
Cc1ccc(NC(=O)CC2S/C(=N/N=C3\CCCc4ccccc43)NC2=O)cc1 (stereo unspecified),-2.0,-2.8,8.9,10.3,-0.8,3.5,14.4,-2.2,-18.6

# An excerpt from above in order of the p97 inhibitor value, high to low.
Structure | p97 inhibitor
Cc1ccccc1C(=O)NC1CCN(CC(=O)Nc2nccs2)CC1 | 7.9
O=c1[nH]c(NCc2ccccc2)nc2c1CCC2 | 5.3
Clc1ss/c(=N\c2ccccn2)c1Cl | -0.9
Cc1cc(C)c2c3c(sc2n1)C1(CCSCC1)C(C#N)=C(N)O3 | -1.0
CSc1ccccc1NC(=O)CN(C)CC(=O)Nc1cc(C)ccc1C | -1.1

# (continued)
SMILES,p47phox inh,Tb hexokinase,p97 inhibitor,EP2 antag,RBBP9 inhibitor,BaF3 tox,PPC-1+TRAIL kill,Ba/F3 V617F tox,Furin inhibitor
c1coc(CSc2ncnc3c2oc2ccccc23)c1,-10.2,-11.4,1.2,9.1,-7.9,-6.0,-2.5,0.3,-3.8
NC(=O)c1ccc(-c2ncc(-c3ccccc3)o2)cc1,-11.8,-1.6,-4.2,8.6,-3.3,3.7,22.1,2.9,-119.4
O=S(=O)(NC1CCN(Cc2ccccc2)CC1)c1cccc2cccnc12,8.8,13.2,-1.1,13.7,-4.7,2.9,3.2,3.6,-12.4
COc1ccc(NC(=O)COc2nc3ccccc3nc2N2CCOCC2)c(OC)c1,-3.4,-8.4,5.8,7.0,-3.2,-2.1,18.9,0.6,-6.0
CC(C)(C)c1ccc(COn2c(=O)c(-c3ccco3)[n+]([O-])c3ccccc32)cc1,-6.2,-9.9,-4.4,7.1,3.2,3.0,32.5,1.6,-13.7[20 µM]
Cc1ccc(Sc2cc(N3CCOCC3)nc(-c3ccccc3)n2)cc1,-17.3,0.9,2.8,.,5.2,9.3,0.5,-0.9,-9.4[20 µM]
CCOC(=O)c1ccccc1NC1c2ccccc2C(=O)N1c1ccc(C)cn1 (stereo unspecified),-11.2,3.3,-1.0,6.3,-8.7,5.5,18.8,-1.1,-18.8
CC(C)(C)c1nnc2sc(SCCN3C(=O)c4ccccc4C3=O)nn2c1=O,2.2,-16.2,2.8,1.9,0.0,-1.3,-2.9,-1.8,1.0
CCc1ccc(N2C(=O)c3sc4nnc(C)c(=O)n4c3C2=O)cc1,-14.8,-10.3,4.3,10.5,-2.2,-0.3,12.1,-3.8,-10.8
O=C(CSc1nnc(-c2ccncc2)n1Cc1ccco1)c1ccc(Cl)cc1,-6.9,-2.8,-8.9,7.3,-8.6,3.8,-9.5,1.9,-5.4[20 µM]
O=C(CSc1nnnn1C1CCCC1)Nc1ccccc1N1CCOCC1,-1.7,-2.2,-1.0,3.3,1.5,6.1,25.5,-0.1,-16.3
CCCC1=[N+](CC)CCn2c(C)ccc21,-9.7,-46.2,-1.5,11.3,2.9,63.8*,0.2,61.2*,1.7
CCOC(=O)C1=C(N)OC(CCl)=C(C#N)C1c1ccsc1 (stereo unspecified),6.8,30.4,4.3,13.8,-1.4,5.0,8.0,-5.2,-8.1
COc1ccc(N(C(=O)/C=C/c2ccc(OC)c(OC)c2)C2=CC3CCC(C2)N3C)cc1 (stereo unspecified),-4.8,-28.6,-2.5,4.8,-8.0,9.2,22.9,1.9,-19.7
CCOc1cc(S(=O)(=O)N(CC)CC)c(OCC)cc1-n1cnnn1,5.7,-10.6,-0.3,7.7,0.8,1.8,3.1,-2.4,-23.9[20 µM]
CCOc1cc(/C=N/NC(=O)c2cc(C)[nH]n2)ccc1OC(=O)c1ccc([N+](=O)[O-])cc1,-8.3,-21.0,-1.8,.,-8.5,2.9,2.8,0.0,-16.2[20 µM]
O=C(O)[C@H](CO)Nc1ncnc2sc3c(c12)CCC3,-11.5,1.9,2.1,.,-5.9,1.1,9.9,-2.8,-29.8[20 µM]
O=P(CCO)(c1ccccc1)c1ccccc1,0.5,-9.9,-0.5,8.8,0.3,1.8,7.6,1.7,-31.1
O=C(COC(=O)C1Cc2ccccc2CN1C(=O)c1ccccc1Cl)Nc1ccc(N2CCOCC2)cc1 (stereo unspecified),-0.7,33.5,2.1,9.3,2.1,4.0,1.1,-0.1,-8.4
CNS(=O)(=O)/C=C/c1ccccc1,4.0,1.8,7.0,4.4,3.4,-0.6,26.0,-2.3,-29.2
Cc1ccc(S(=O)(=O)NCc2c(Cl)cccc2Oc2ccccc2)cc1,-0.4,8.2,0.8,10.0,-12.1,-0.1,5.9,-5.0,-14.4
O=C(CCN=C1NS(=O)(=O)c2ccccc21)N1CCc2ccccc2C1,-3.9,-2.4,-0.7,4.5,-10.3,0.5,-4.5,-1.9,-8.4
COc1ccc2nc(NC(=O)CS(=O)(=O)Cc3ccccc3)sc2c1,6.9,-8.2,-5.4,10.8&4.2,-11.4,4.3,-8.3,2.2,-17.7
CCOC(=O)c1ccc(NC(=S)NCCc2ccccc2F)cc1,-12.7,3.1,-2.0,17.2,-7.5,2.0,2.2,4.4,-15.9
CN1CCN(CCCN2c3ccccc3Sc3ccc(Cl)cc32)CC1,109.9*!,-12.2,-2.2&-4.8,11.5&20.5&10.6&11.3,7.8&-1.6,8.7&-8.6,23.0&11.3,2.6&1.1,-13.4
Cc1cc(N/N=C/c2ccccc2F)c2ccccc2n1,-10.6,-33.3,4.5,7.8,-5.8,5.5,.,-2.1,-10.8
COc1cc(OC)c(N(C)S(=O)(=O)c2cccc(C(=O)OCc3c(C)noc3C)c2)cc1Cl,-10.4,-10.3,-6.2,6.7,-8.6,0.4,19.3,2.3,-12.3
O=C(NCc1ccc2c(c1)OCO2)c1ccc(CN2CCc3ccccc3C2)cc1,-0.9,-1.3,-2.4,13.8&16.4,3.7,6.0,19.9,2.8,-13.9[20 µM]
O=C(NCCC1=CCCCC1)Nc1ccc2nsnc2c1,-8.1,5.5,-2.2,11.0,-7.2,8.4,.,0.7,-19.6
CN(c1ccc(C(=O)Nc2cccnc2)cc1)S(C)(=O)=O,-2.4,-3.7,3.2,12.8,-3.2,4.0,0.0,1.0,-26.5[20 µM]

# Whole records as entered above. Order of screens: p47phox inh | Tb hexokinase | p97 inhibitor | EP2 antag | RBBP9 inhibitor | BaF3 tox | PPC-1+TRAIL kill | Ba/F3 V617F tox | Furin inhibitor
# Results for Cc1cc(N/N=C/c2ccccc2F)c2ccccc2n1 → -10.6 | -33.3 | 4.5 | 7.8 | -5.8 | 5.5 | . | -2.1 | -10.8
# Results for CCOc1cc(S(=O)(=O)N(CC)CC)c(OCC)cc1-n1cnnn1 → 5.7 | -10.6 | -0.3 | 7.7 | 0.8 | 1.8 | 3.1 | -2.4 | -23.9[20 µM]

# This is a subset; count on the stated rates, not on these rows.
